# Source: PubChem
# BLM helicase inh = blocks DNA unwinding by human BLM helicase | P54132 | recombinant BLM DNA unwinding, fluorescence dequenching | Potency, µM (series often up to 56.1 µM), inactives show at the highest dose activity change, negative = inhibition, actives largely listed as inhibitors | 0.2% of 350,000 active;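 note: potency is the fitted concentration of half-maximal effect; plate controls were vehicle for no effect and no enzyme for full effect; nearly all actives have a fitted effect of over 35% in size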
# Apoferritin bind = candidate novel general anesthetic via apoferritin binding; P02791; apoferritin/1-aminoanthracene competitive binding, fluorescence; Potency, µM (titrated, usually from 77.5 µM), inactives show at the top dose activity change, negative = displacement, most hits filed as inhibitors; 0.074% of 350,000 active; note: potency is the fitted concentration of half-maximal effect; % is set by controls: 0 for no effect and ±100 for the full control effect; nearly all actives have a fitted effect of over 20% in size
# Target sequence (P02791 2-175 limits assumed): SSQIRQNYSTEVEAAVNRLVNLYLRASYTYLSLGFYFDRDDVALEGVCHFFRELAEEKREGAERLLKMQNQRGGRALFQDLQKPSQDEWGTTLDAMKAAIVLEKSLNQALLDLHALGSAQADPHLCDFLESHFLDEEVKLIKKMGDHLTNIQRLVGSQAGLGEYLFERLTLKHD
#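 10 uM apoferritin + 50% sat. 1-AMA, PBS; cpd 10 min RT; Ex380/Em535 endpoint; normalized to free probe vs complex; 4-param Hill fit; propofol titration as pos. ctrl.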
# TRHR ag = agonists of human TRH receptor; P34981; TRHR cells, calcium flux fluo-8, FDSS agonist mode; activation, % at 2 µM; 0.18% of 360,000 active; AID 493084; in the data active = activation above about 30%; note: 0% is about no effect
# Target sequence (P34981 whole entry, looked up): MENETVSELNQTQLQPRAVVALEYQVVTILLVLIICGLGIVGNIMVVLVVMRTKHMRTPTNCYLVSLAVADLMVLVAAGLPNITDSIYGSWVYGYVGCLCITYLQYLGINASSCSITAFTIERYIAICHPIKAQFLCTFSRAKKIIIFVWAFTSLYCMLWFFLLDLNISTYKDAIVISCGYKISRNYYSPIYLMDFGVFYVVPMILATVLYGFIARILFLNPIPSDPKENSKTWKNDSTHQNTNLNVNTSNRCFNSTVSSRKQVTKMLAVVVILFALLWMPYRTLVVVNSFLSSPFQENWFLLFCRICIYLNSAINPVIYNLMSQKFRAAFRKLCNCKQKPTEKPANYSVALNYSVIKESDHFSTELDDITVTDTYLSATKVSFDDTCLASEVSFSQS
#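 In this calcium-flux screen, cells bearing human TRHR are dye-loaded with fluo-8, baselined for 10 cycles, then exposed to library compounds; positive kinetic calcium responses during the agonist phase mark hits, with TRH as control.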
# ERG-DNA inh = inhibitors of human ERG Ets domain-DNA interaction; Potency, µM (top dose mostly 76.9 µM), without a hit: at the top dose FP activity, negative = inhibition, most hits filed as inhibitors; fluorescence polarization, His-ERG Ets domain / labelled DNA; P11308; 0.028% of 370,000 active; AID 624246; active = well fitted inhibition curve with a large enough effect in the polarisation, with a control signal flat; inconclusive = small, poorly fitted or top-dose-only effect, or effect the other way, or a change in a side signal; inactive = no such curve, though single readings can be large or run the other way; the % refers to the polarisation;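 note: polarization taken with two DNA probes labelled with fluorescein and Texas red; potency is the fitted concentration of half-maximal effect; % of control where 0% means no effect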
#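 His-tagged ERG Ets domain (1 uM in the protein solution; 300mM KCl, 50mM Tris-HCl, 1mM EDTA, 1mM DTT, pH 7.5) received compound, then a probe mix of 5 nM fluorescein-DNA and 100nM Texas-615-DNA. Fluorescence polarization was read for both dyes.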
# Pol iota inh = blocks human DNA polymerase iota activity | Q9UNA4 | Pol iota fluorescent replication assay, 10 min | Potency, µM (highest dose often 115 µM), without a hit: at the top dose activity, negative = inhibition, hits mostly inhibitors | 1% of 390,000 active | AID 588590; note: potency is the fitted concentration of half-maximal effect
#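 Fluorescent replication assay read twice, at 0 min and 10 min after adding 50 nM (final) substrate. Enzyme (10 nM) and compounds were first incubated 15 min at room temperature; enzyme-free buffer wells were negative controls.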
# APEX1 inh = APE1 (human) endonuclease inhibition; recombinant APE1, TAMRA/BHQ-2 abasic DNA cleavage fluorescence; Potency, µM (series often up to 65.8 µM), without a hit: at the highest dose activity change, negative = inhibition, hits mostly inhibitors; 0.35% of 350,000 active; AID 2517;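 note: potency is the fitted concentration of half-maximal effect; plate controls were vehicle for no effect and reference inhibitor for full effect; nearly all actives have a fitted effect of over 55% in size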
# Target sequence (P27695 whole entry, looked up): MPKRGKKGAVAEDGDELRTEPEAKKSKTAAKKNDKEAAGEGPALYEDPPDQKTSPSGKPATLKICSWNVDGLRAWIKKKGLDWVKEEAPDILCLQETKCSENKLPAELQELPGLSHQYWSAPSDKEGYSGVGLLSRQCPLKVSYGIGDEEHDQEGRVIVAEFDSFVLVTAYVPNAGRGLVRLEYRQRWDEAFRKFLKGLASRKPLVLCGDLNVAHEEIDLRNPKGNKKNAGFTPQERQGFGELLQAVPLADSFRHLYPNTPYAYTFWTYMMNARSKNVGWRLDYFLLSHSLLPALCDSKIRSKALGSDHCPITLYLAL
#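 Substrate: short duplex with […] THF abasic site, 5'-TAMRA and 3'-BHQ-2, 50 nM final. APE1 at 0.75 nM, preincubated 15 min RT with compound. Fluorescence increase from first to third read measured activity.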
# Pol kappa inh = blocks human DNA polymerase kappa activity; Q9UBT6; purified Pol kappa, fluorescent DNA synthesis assay, 10 min; Potency, µM (highest dose often 107 µM), for inactives: at the highest dose activity, negative = inhibition, hits mostly inhibitors; 0.53% of 400,000 active; AID 588579; note: potency is the fitted concentration of half-maximal effect; % is set by controls: 0 for no effect and ±100 for the full control effect
#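 Inhibition of 10 nM Pol kappa is measured by a fluorescent read-out at 0 and 10 min following addition of 50 nM substrate (final), with a 15-min room-temperature compound preincubation.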
# ALOX12 inh = blocks human arachidonate 12S-lipoxygenase; P18054; purified 12hLO, xylenol orange hydroperoxide absorbance; Potency, µM (highest dose often 108 µM), for inactives: at the highest dose activity change, negative = inhibition, usual class: inhibitors; 1.1% of 580,000 active; AID 1671190; note: potency is the fitted concentration of half-maximal effect; % is set by controls: 0 for no effect and ±100 for the full control effect
#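 Purified human 12hLO at 150 nM in 25 mM Hepes, 0.01% Triton X-100, pH 7.0, preincubated 15 min at room temperature with compound. Reaction started with 40 uM arachidonic acid, 30 min at room temperature. Hydroperoxide measured by Fe-xylenol orange, 573/405 nm absorbance ratio.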
# POLB inh = DNA polymerase beta (human) inhibition; Potency, µM (titrated, usually from 114 µM), without a hit: at the highest dose activity change, negative = inhibition, hits mostly inhibitors; Pol beta primer extension/strand displacement, fluorescence kinetic; P06746; 1.3% of 340,000 active; AID 485314; note: potency is the fitted concentration of half-maximal effect; % is set by controls: 0 for no effect and ±100 for the full control effect
#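 Pol beta (10 nM) was preincubated with compound for 15 min at room temperature. The reaction was then started with 50 nM substrate and read immediately and after a further 10 min at room temperature.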
# An asterisk follows results filed as active; i = inactive; ? = inconclusive; nt = not tested or not shown; & = joins results of further samples; [ ] = another dose, or the depositor's remark. Unless noted, calls come from the whole dose curve; as a rule, active = well fitted curve in the direction sought with a large enough effect; inconclusive = small, poorly fitted or top-dose-only effect, or another doubt; inactive = no such curve, though single readings can be large; an effect the other way counts as inactive or inconclusive.
Molecule	ERG-DNA inh	Pol iota inh	APEX1 inh	Pol kappa inh	ALOX12 inh	TRHR ag	Apoferritin bind	BLM helicase inh	POLB inh
CCCN(C(=O)Cn1nc(Cc2cccnc2)c2ccccc2c1=O)c1ccc(C(C)C)cc1	-5.5%	6.6%	nt	-19.0%	-23.9%	-1.0	48.4%	-6.8%	0.9%
CCOc1ncccc1C(=O)NCC(c1ccccc1)N(C)C (stereo not drawn)	-2.4%	29.0%	-8.7%	2.6%	8.3%	0.7	-1.0%	-6.4%	23.5%
CCC(=O)c1ccc(OCC(=O)Nc2ccc3nc(C)sc3c2)cc1	-7.9%	4.9%	1.9%	7.3%	17.6%	-0.2	-7.3%	-2.9%	12.0%
CCc1ccccc1NC(=S)NNC(=O)c1ccccc1Cl	-4.7%	8.2%	3.0%	-5.9%	-2.6%	0.6	-5.9%	-4.9%	30.2%
O=C(COC(=O)/C=C/c1ccccc1[N+](=O)[O-])Nc1ccc(S(=O)(=O)N2CCOCC2)cc1	-2.2%	94.9%[activator]	-15.3%	-4.1%	-7.2%	nt	nt	nt	nt
COc1ccc(N(C(=O)/C=C/C(=O)Nc2cc(C)on2)C(C(=O)NC2CCCC2)c2ccccc2C)cc1 (stereo not drawn)	0.2%	17.2%	-5.5%	4.7%	-6.7%	-0.6	-9.2%	-4.7%	-7.4%
O=C(COc1ccccc1)NNc1nc2c(F)cccc2s1	3.8%	102.5%[activator]	-4.6%	-12.5%	0.0%	0.0	-7.0%	-2.3%	16.3%
COc1ccc(OC)c(-c2nnc3n(CCc4ccccc4)c(=O)c4ccccc4n23)c1	-5.5%	1.1%	nt	-0.8%	?	0.4	?	-7.0%	-19.8%
C/C(=N/NC(=O)c1ccccn1)c1c[nH]c2ccccc12	8.8%	24.5%	-4.4%	-3.6%	192.3%[activator]	-1.2	-3.3%	-0.3%	?
c1cn2c(NC3CCCCC3)c(-c3ccc(SC4CCCCC4)cc3)nc2cn1	5.0%	-22.5%	43.5%	9.1%	?	0.7	nt	nt	nt

# Ordered by the number under TRHR ag (smallest number first): three of the compounds above.
SMILES	TRHR ag
COc1ccc(N(C(=O)/C=C/C(=O)Nc2cc(C)on2)C(C(=O)NC2CCCC2)c2ccccc2C)cc1 (stereo not drawn)	-0.6
O=C(COc1ccccc1)NNc1nc2c(F)cccc2s1	0.0
c1cn2c(NC3CCCCC3)c(-c3ccc(SC4CCCCC4)cc3)nc2cn1	0.7

# More results follow.
Molecule	ERG-DNA inh	Pol iota inh	APEX1 inh	Pol kappa inh	ALOX12 inh	TRHR ag	Apoferritin bind	BLM helicase inh	POLB inh
COc1ccc(S(=O)(=O)Cc2ccc(C(=O)N3CCN(C(=O)c4ccco4)CC3)o2)cc1	1.0%	45.0%[activator]	-7.2%	3.3%	2.2%	-0.6	-2.9%	-9.1%	39.1%
Cc1cc(C)n2nc(C(=O)OC(C)C(=O)c3ccccc3)nc2n1 (stereo not drawn)	5.6%	4.2%	3.2%	-7.0%	-14.4%	0.9	nt	nt	nt
COc1ccccc1C(c1nnnn1CS(=O)(=O)c1ccc(C)cc1)N1CCSCC1 (stereo not drawn)	0.5%	8.7%	9.2%	1.4%	-1.5%	0.2	4.5%	-12.1%	18.5%
CC(C)Cc1nc(N2CCN(C(=O)C(C)C)CC2)c(C#N)c2c1CCC2	-3.9%	-9.9%	9.0%	-12.4%	0.0%[57.4 µM]	-0.2	-17.0%	-6.6%	28.6%
COc1cccc(NC(=O)C(Sc2nc3ccccc3c(=O)n2CC(C)C)c2ccccc2)c1 (stereo not drawn)	6.7%	65.2%[activator]	0.7%	-7.7%	-1.4%	0.0	8.7%	-1.7%	-0.8%[57.1 µM]
O=C(NCc1ccco1)C1CCCN(S(=O)(=O)c2cc(Cl)ccc2Cl)C1 (stereo not drawn)	-11.8%	5.2%	54.7%[activator]	5.5%	i	-1.2	-0.7%	-4.9%	1.8%
O=C(Cn1ncc2c3ccccc3n(Cc3ccccc3)c2c1=O)N1CCN(c2ncccn2)CC1	-2.1%	-22.7%	10.5%	-23.3%	nt	-0.2	-4.7%	-3.4%	-0.9%
Cc1cc2nc(-c3cccc(NC(=O)C(C)C)c3C)oc2cc1C	1.4%	10.6%	nt	-1.5%[60.1 µM]	-22.3%	1.2	-1.2%	3.2%	1.7%
CC(C)N(Cc1cnn(C)c1)Cc1nc(Cc2ccccc2Cl)no1	3.6%	4.6%	1.7%	3.1%	0.6%	0.2	-7.5%	-1.6%	-1.9%
c1ccc2c(c1)CC(N1CCCCC1)c1ccccc1N2 (stereo not drawn)	7.2%	-5.2%	-1.1%	-18.7%	-10.3%	1.2	-11.1%	-5.7%	-0.7%
Cc1cc(C)n(C(=O)c2ccc(S(=O)(=O)NCC3CCCO3)cc2)n1 (stereo not drawn)	-3.2%	-16.9%	-0.9%	-29.1%	-23.3%	0.3	2.7%	1.6%	-5.9%
CCOc1cc(C(=O)OC(C)C(=O)Nc2ccc(NC(C)=O)cc2)ccc1OCC(=O)N1CCCCC1 (stereo not drawn)	-6.0%	9.7%	1.7%	1.8%	-3.6%	-0.2	-6.2%	-0.5%	62.7%
CCCNC(=S)N1CCN(Cc2ccc3c(c2)OCO3)CC1	12.1%	19.9%	1.3%	18.3%	?	-0.9	-4.0%	0.5%	3.9%
CCCN1CCC(=O)N([C@H](CSc2ccccc2)c2ccccc2)CC1	-3.2%	0.9%&28.6%	-2.7%	-2.4%&-23.3%	-6.8%	0.5	-20.9%	-1.7%	4.4%
O=C(OCn1ncc(Br)c(Br)c1=O)c1ccc(F)cc1	-4.6%	?	-3.5%	-14.8%	nt	-1.8	?	-16.9%	4.2%
O=C(CCCOc1ccc(Cl)cc1Cl)NN1CCOCC1	-24.2%	20.7%	10.6%	-10.1%	0.5%	0.3	3.7%	-0.4%	12.5%
COc1ccc(C(=O)CC(Nc2ccc([N+](=O)[O-])cc2)c2ccc(OC)cc2)cc1 (stereo not drawn)	-0.9%	-2.4%	-3.7%	-7.3%	-1.1%	0.9	2.9%	-11.3%	-0.5%
Cc1ccc(S(=O)(=O)NNC(=O)c2cc3cc4ccccc4nc3s2)cc1	1.4%	6.5%	17.6%	-5.7%	?	nt	?	-5.0%	12.9%
Cc1ccc(-c2nc3sc4c(N)ncnc4c3c3c2CCCC3)cc1	-2.5%	-4.0%	1.8%	-2.3%	8.1%	0.0	-8.7%	-1.6%	34.1%
O=c1oc2ccccc2c(N2CCOCC2)c1[N+](=O)[O-]	7.0%	-22.5%	-0.2%	-12.5%	-6.6%	0.2	-4.7%	0.4%	-3.4%
O=C(Nc1ccon1)c1ccc(Cl)c(S(=O)(=O)N2CCCCC2)c1	-5.7%	-2.7%	49.2%	-6.2%	nt	-0.4	-11.6%	2.5%	0.2%
CCOc1cc(/C=N/N=C2/NC(=O)C(CC(=O)O)S2)ccc1OCc1ccc(Cl)cc1 (stereo not drawn)	-1.7%	19.9%	-7.3%	-9.8%	-8.3%	-0.1	-4.9%	-10.0%	-3.0%
NC(=O)c1ccc(NC(=O)CSc2nnc(-c3ccc4c(c3)OCO4)o2)cc1	-2.9%	23.3%	-5.8%	-13.3%	187.5%[activator]	0.5	nt	nt	nt
Cc1ccc(C)c(N2CCN(Cc3csc(C)c3C)CC2)c1	2.6%	-5.1%	nt	-7.6%	-11.9%	-0.3	-4.4%	-7.7%	4.1%
Cc1nc2nc(COc3ccccc3)[nH]n2c(=O)c1Cc1ccccc1	-11.3%	-14.8%	5.4%	5.1%	0.0%	-0.1	-1.9%	-1.6%	?
O=C(c1ccc(-n2cncn2)c([N+](=O)[O-])c1)N1CCN(S(=O)(=O)c2ccc(Br)cc2)CC1	1.9%	27.6%	-8.7%	-8.8%	-18.6%	-0.9	nt	nt	nt
COc1ccc(-c2nc(CN(Cc3cnn(C)c3)C(C)C)c(C)o2)c(OC)c1	3.8%	-10.4%	9.5%	4.8%[60.1 µM]	7.5%	0.2	-4.5%	2.6%	32.6%[activator]
CCOC(=O)C(CC)/C(C)=N\NC(=O)c1ccccc1O (stereo not drawn)	12.3%	5.3%	-0.5%	-1.0%	12.4%	-0.5	-2.7%	4.3%	-0.5%
Cc1cccc2nc(CSc3ccccc3N)cn12	11.8%	2.0%	nt	5.1%	7.7%	nt	nt	nt	nt
COc1cccc(NC(=O)COc2coc(CN3CCc4ccccc4C3)cc2=O)c1	36.0%[activator]	22.3%	0.8%	-15.6%	?	0.1	nt	nt	nt
CC1(C)Cc2c(cnn2-c2cccc(F)c2)C(NC(=O)c2ccc[n+]([O-])c2)C1 (stereo not drawn)	3.0%	?	-7.3%	-16.6%	5.2%	-0.2	-2.9%	0.5%	52.2%
Cc1ccc(NC(=O)C2CCN(C(=O)c3ccco3)CC2)cc1C	-1.5%	41.2%[activator]	3.0%	-10.0%	?	-0.1	4.4%	-0.7%	72.2%
COCCSc1nnc(NS(=O)(=O)c2ccccc2)s1	1.2%	71.4%[activator]	-2.8%	-13.2%	-16.1%	0.0	-6.2%	-0.6%	1.6%
CSc1ccc(Cl)c(C(=O)OCC(=O)N(C)CCC#N)c1	-4.3%	8.6%	-0.9%	-14.7%	-3.8%	-0.2	-3.4%	1.0%	15.1%
Cc1cccc(-n2nnnc2SCC(=O)NCC2(N3CCOCC3)CCCCC2)c1C	-15.9%	11.4%	-16.9%	8.3%	5.6%&-2.3%	1.6	nt	nt	nt
COc1cc(/C=C/C(=O)OCC(=O)N2c3ccccc3CC2C)cc(OC)c1OC (stereo not drawn)	-6.0%	1.7%	-11.8%	-3.4%	-6.1%	-0.6	nt	nt	nt
CC(C)(C)c1ccc(C(=O)NCCN2CCOCC2)cc1	0.9%	0.0%	nt	7.9%	0.0%	nt	nt	nt	nt

# These rows are one share of the data; rates above refer to the full screens.
